High-throughput results: PubChem BioAssay, several laboratories
ADAM17 inh: ADAM17 inhibition, QFRET primary screen; P78536; recombinant ADAM17, EDANS/DABCYL FRET peptide cleavage; inhibition, % at 6.95 µM; actives 0.83% (n = 370,000);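 active means inhibition above the mean of compounds lying between control limits plus 3 SD, set per campaign, cut at about 8.5% in these data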;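 further: 0% = DMSO-only wells as the low control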
DAX1 inh-1: inhibitors of DAX1 repression of SF-1 activated StAR promoter | HEK293T StAR-luciferase reporter, SF-1/DAX-1 repression relief | inhibition, % at 6.8 µM | actives 1.1% (n = 370,000) | AID 652010;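 active means inhibition above the mean over all tested compounds plus 3 SD, cut at about 3.6% in these data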;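 further: 0% = DAX-1 cells with DMSO and 100% = cells lacking DAX-1 with DMSO; higher inhibition means more luminescence from relief of DAX-1 repression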
ADAM10 inh: ADAM10 inhibition, QFRET primary screen; actives 0.62% (n = 370,000); O14672; inhibition, % at 7 µM; recombinant ADAM10, EDANS/DABCYL FRET peptide cleavage, 3 h;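 active means inhibition above a per-campaign cutoff equal to the mean of compounds falling between control-based bounds plus 3 SD, cut at about 20% in these data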;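 further: 0% = DMSO wells while the 100% control is not disclosed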
Target sequence (O14672 214-748 limits assumed): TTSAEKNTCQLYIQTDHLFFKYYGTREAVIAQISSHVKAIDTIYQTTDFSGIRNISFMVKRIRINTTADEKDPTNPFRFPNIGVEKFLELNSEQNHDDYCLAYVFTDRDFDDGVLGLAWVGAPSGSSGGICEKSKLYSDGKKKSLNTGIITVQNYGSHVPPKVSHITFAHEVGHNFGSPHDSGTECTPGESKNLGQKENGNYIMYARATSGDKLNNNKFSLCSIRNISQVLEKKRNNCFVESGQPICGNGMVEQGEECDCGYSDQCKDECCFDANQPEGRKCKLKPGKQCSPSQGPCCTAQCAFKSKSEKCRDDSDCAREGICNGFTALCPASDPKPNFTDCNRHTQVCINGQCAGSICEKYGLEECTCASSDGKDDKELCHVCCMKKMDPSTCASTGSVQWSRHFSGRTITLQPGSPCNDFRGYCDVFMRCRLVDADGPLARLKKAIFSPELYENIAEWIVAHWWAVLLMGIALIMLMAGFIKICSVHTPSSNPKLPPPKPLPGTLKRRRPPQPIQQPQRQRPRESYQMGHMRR
GAA850 FXN act: increases GAA850 frataxin promoter reporter activity | actives 0.56% (n = 360,000) | activation, % at 6 µM | HEK293 lucGAA850 FXN promoter luciferase reporter, 24 h; percent of 10 µM SAHA response | AID 540364;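 active means activation above the average of all compounds screened plus 3 SD, cutoff fixed separately per campaign, cut at about 7.5% in these data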;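 further: 0% = DMSO wells and 100% = 10 µM SAHA wells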
NPR1 activator: GC-A (human) enzyme activation. P16066. HEK293 GC-A cells, cGMP TR-FRET, EC30 ANP; 0% at EC30 ANP, 100% saturating ANP. activation, % at 10 µM. actives 0.14% (n = 370,000). AID 1671463; in the data active means activation above about 40%
hcDAF-12 act: H. contortus DAF-12 activation, primary screen. HEK293 hcDAF-12 lit1-tk-luc reporter, luminescence; 0% DMSO, 100% Δ7-dafachronic acid. activation, % at 6.8 µM. actives 1.4% (n = 370,000);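 active means activation above the mean of all tested compounds plus 3 SD, cut at about 5.5% in these data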;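 further: 100% = response to 3 µM Δ7-dafachronic acid high control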
ssDAF-12 act: activates DAF-12 receptor from parasite S. stercoralis; HEK293 ssDAF-12/GRIP1 lit1-tk-luc reporter, luminescence; % of 3 µM dafachronic acid response; activation, % at 6.8 µM; actives 1% (n = 370,000);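 active means activation above the mean over all tested compounds plus 3 SD, cut at about 0.9% in these data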;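 further: 0% = DMSO-only wells and 100% = 3 µM delta7-dafachronic acid wells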
hgDAF-12 ag: activates the H. glycines DAF-12 receptor ligand-binding domain; HEK293 GAL4-hgDAF12 UAS-luciferase reporter, agonist luminescence; normalized to butyrate control; activation, % at 6.8 µM; actives 1.8% (n = 370,000); AID 687014;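 active means activation above a cutoff set at the mean of all screened compounds plus 3 SD, cut at about 10% in these data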;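 further: 0% = DMSO wells and 100% = sodium butyrate wells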
DAX1 inh-2: inhibits human nuclear receptor DAX1; P51843; HEK293 Gal4-DAX1 luciferase reporter, luminescence; inhibition, % at 6.75 µM; actives 0.99% (n = 340,000); AID 504766;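 active means inhibition above the mean over all tested compounds plus 3 SD, cut at about 4.2% in these data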;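 further: 0% = DAX1-transfected cells with DMSO and 100% = empty-vector control cells with DMSO; inhibition shows as a rise in luminescence from relieved DAX1 repression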
Target sequence (P51843 207-470 limits assumed): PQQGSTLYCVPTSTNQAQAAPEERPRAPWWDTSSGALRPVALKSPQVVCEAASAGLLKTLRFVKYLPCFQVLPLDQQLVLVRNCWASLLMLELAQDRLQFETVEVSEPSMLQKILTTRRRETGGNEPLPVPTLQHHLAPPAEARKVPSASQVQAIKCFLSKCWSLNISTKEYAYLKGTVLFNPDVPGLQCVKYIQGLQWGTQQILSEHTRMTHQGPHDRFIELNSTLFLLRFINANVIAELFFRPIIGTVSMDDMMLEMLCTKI
SMARCA2 act: activators of SMARCA2 function | MG213 cells, MMTV-luciferase reporter, dexamethasone, overnight | activation, % at 9.1 µM | actives 1% (n = 370,000); in the data active means activation above about 7.8%;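 further: 0% = vehicle wells and 100% = reference activator wells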
PG9 binder: PG9 antibody binding by small molecule; TR-FRET gp120-PG9 antibody binding; inhibition, % at 6.7 µM; actives 0.43% (n = 360,000); in the data active means inhibition above about 8.5%
* hit, by the source's call; x = no result given.

SMILES | ADAM17 inh | DAX1 inh-1 | ADAM10 inh | GAA850 FXN act | NPR1 activator | hcDAF-12 act | ssDAF-12 act | hgDAF-12 ag | DAX1 inh-2 | SMARCA2 act | PG9 binder
C[C@H](CO)N1C[C@H](C)[C@H](CN(C)S(=O)(=O)c2ccc(F)cc2)OCc2cnnn2CCCC1=O | 1 | -0.7 | 7 | 1.5 | 3 | -1.2 | -1.3 | 1.0 | 0.3 | -4 | 0.5
Cc1cc(C)c(C)c(S(=O)(=O)NCC(=O)NCc2ccco2)c1C | -6 | -0.3 | -9 | 0.3 | -2 | -2.7 | -1.2 | -0.9 | 1.0 | 1 | 0.2
NS(=O)(=O)c1ccc(CCNC(=O)CSc2nc3ccsc3c(=O)n2CCCCCC(=O)O)cc1 | 2 | -0.5 | 3 | -0.2 | -2 | 1.8 | -0.6 | 1.3 | 1.6 | 2 | -1.4
CC(C)c1ccc(S(=O)(=O)N2CCN(C(=O)CCNC(=O)Nc3ccccc3)CC2)cc1 | 3 | -2.3 | -3 | 1.7 | 2 | -1.2 | -1.0 | -3.8 | -0.5 | -1 | 3.2
O=C(NCC1CCCN(C(=O)c2cscn2)C1)c1ccc(-c2ccccc2)cc1 (stereo not given) | 2 | -1.1 | 1 | 0.9 | 10 | -2.5 | -1.9 | 0.0 | -1.9 | -3 | -0.7
Cc1ccc(-c2ccc(=O)n(CC(=O)N3CCN(c4cc(Cl)ccc4C)CC3)n2)cc1 | 1 | -0.3 | 4 | 2.4 | -6 | 0.7 | -1.6 | 2.7 | 1.5 | 4 | -1.6
Cc1ccc2[nH]c(=O)c(CN(Cc3cccnc3)Cc3nnnn3CCN3CCOCC3)cc2c1 | -26 | -0.5 | -65 | 0.4 | 5 | 0.4 | -0.7 | -0.7 | -0.4 | 2 | -0.3
O=C(N/N=C/c1ccc(Br)cc1)c1ccc(NC(=O)c2ccccc2)cc1 | -1 | 0.6 | 1 | 1.9 | -1 | -0.8 | -1.1 | 0.5 | 1.9 | -3 | -2.1
COc1ccccc1N1Cc2ccccc2C1 | -3 | -0.1 | -2 | -2.0 | 6 | 1.0 | 0.7 | 0.8 | -1.2 | -3 | -0.9
Cc1ccc(CSc2[nH]c(=O)ncc2C)cc1 | -7 | -0.5 | -6 | -0.3 | -6 | -0.8 | -0.6 | -1.2 | -0.7 | -1 | -3.1
CCC(=O)Nc1ccc(N/C(N)=N/c2nc(C)cc(C)n2)cc1 | -4 | -0.6 | -3 | -0.8 | -1 | -1.1 | -1.4 | -3.1 | 1.3 | -5 | 0.0
CC(C)C(NS(=O)(=O)/C=C/c1ccccc1)C(=O)NCc1ccc(F)cc1 (stereo not given) | -2 | -0.2 | -2 | -0.2 | -6 | -3.9 | -1.1 | -0.1 | 0.0 | -2 | 0.0
Cc1nc(N)sc1-c1csc(NCc2ccccc2)n1 | -5 | -0.3 | -10 | 0.1 | -2 | 0.9 | -1.0 | 1.4 | -0.1 | -1 | -1.8
C#CCN1C(=O)[C@@](O)(c2cccn2C)c2cc(F)ccc21 | 3 | 0.1 | -2 | x | -2 | 0.8 | 0.1 | 3.8 | x | -3 | x
O=C(Nc1ccc(F)cc1)Nc1nc2ncccn2c1-c1ccc(F)cc1 | -48 | -0.4 | -159 | x | -2 | -3.4 | -1.5 | -0.4 | x | -1 | x
O=C(COC(=O)c1ccccc1O)Nc1ccc2ccccc2c1 | -13 | 0.2 | -40 | 2.7 | 2 | 3.1 | -0.6 | 0.5 | -0.6 | 4 | 0.0
COC(=O)c1ccc(CSc2nc3ccccc3c(=O)n2-c2cccc(OC)c2)o1 | 0 | -0.7 | 3 | 10* | 8 | -0.8 | -1.9 | 0.6 | -0.9 | 1 | -1.1
CCCCOC(=O)Cn1c(=O)c2c(nc(Br)n2Cc2ccccc2)n(C)c1=O | -1 | -0.8 | -5 | 0.0 | 6 | -0.2 | -0.9 | -1.6 | -1.2 | 0 | 1.9
N#CC1=C(N)Oc2c(sc3ccccc23)C1c1ccco1 (stereo not given) | -50 | 0.5 | -167 | 1.5 | -5 | 6.9* | 0.4 | 4.8 | 0.4 | 6 | -2.0
Cc1nnsc1C(=O)NNc1ccc(Cl)cc1 | 0 | 0.3 | 2 | -2.1 | 0 | 2.8 | -1.4 | 1.5 | 0.3 | -2 | -2.6
CC1CSc2n(-c3cccc(C(F)(F)F)c3)cc(-c3ccccc3)[n+]21 (stereo not given) | -2 | -0.3 | 4 | 0.0 | 2 | 1.1 | -1.0 | -1.9 | 0.1 | -1 | 0.5
CC(C(=O)O)n1c2ccccc2c2cn[nH]c(=O)c21 (stereo not given) | -7 | -0.2 | -18 | 0.4 | 0 | 4.9 | 0.0 | 1.9 | 0.1 | 4 | -2.8
O=C(O)CCC(=O)N1CCN(c2cccc(Cl)c2)CC1 | 0 | -0.2 | 13 | 0.3 | 4 | 1.3 | -0.2 | -1.4 | -0.2 | -4 | -1.2
COCc1ccc([C@@H]2C[C@H]3CN(Cc4ccccc4C)C(=O)[C@]34CCCN24)o1 | -2 | 0.2 | 1 | 1.9 | 4 | -0.9 | -1.7 | 1.8 | -2.7 | -3 | -0.1
Cc1cc(-c2c(C(=O)N3CCOCC3)c(C)nn2-c2ccccc2)no1 | -1 | 0.3 | 0 | -0.3 | -1 | -0.6 | -0.8 | 1.9 | -0.6 | -2 | 0.0
SMILES | ADAM17 inh | DAX1 inh-1 | ADAM10 inh | GAA850 FXN act | NPR1 activator | hcDAF-12 act | ssDAF-12 act | hgDAF-12 ag | DAX1 inh-2 | SMARCA2 act | PG9 binder
CCCS(=O)(=O)c1c(S(=O)(=O)CCC)c2cnccn2c1C(=O)c1ccc(CC)cc1 | 1 | 0.0 | 4 | 1.4 | 2 | -2.3 | -1.4 | -0.2 | -0.9 | 2 | -0.3
COc1ccc(NC(=O)C2(C)CCN2CCc2ccccc2)cc1OC (stereo not given) | 0 | -1.2 | 3 | -0.5 | 1 | -0.6 | -1.2 | -0.4 | x | -6 | 0.3
COc1cc(C2c3[nH]c4ccccc4c3C[C@H]3C(=O)N(CCO)CC(=O)N23)cc(OC)c1OC (stereo not given in full) | 0 | -0.6 | -4 | 0.1 | 2 | 1.8 | -1.1 | 2.4 | 0.3 | -3 | -1.2
CCOC(=O)c1c(NC(=O)CSc2ncnc3ccccc23)sc(C)c1C | 0 | -0.7 | 3 | 0.8 | 4 | -0.9 | -1.9 | 0.6 | -0.6 | 1 | -2.2
CC1CCCCC1NC(=O)CCNS(=O)(=O)c1ccc(Cl)cc1 (stereo not given) | 1 | -2.0 | -10 | -0.3 | 4 | 2.1 | -1.1 | 0.3 | 1.6 | -1 | 0.2
O=C(Cc1cccs1)N1CCCC(c2nc3c(nnn3Cc3ccc(F)cc3)c(=O)[nH]2)C1 (stereo not given) | -5 | -0.2 | -2 | 0.9 | 7 | -0.6 | -1.1 | 0.5 | 0.7 | -4 | 1.3
CCN1C(=O)CC(N2CCN(C(c3ccccc3)c3ccccc3)CC2)C1=O (stereo not given) | 2 | -0.6 | -2 | 1.3 | -7 | -1.2 | -1.2 | -1.1 | 2.1 | 6 | -1.7
COc1ccc(OC)c(C(c2nnnn2C2CCCC2)N2CCN(c3ccccc3)CC2)c1 (stereo not given) | 0 | 0.9 | 0 | 0.5 | -8 | -0.8 | -1.2 | 0.9 | 0.2 | 0 | -1.2
O=C1OC(c2ccccc2)(c2cc(Br)ccc2O)c2ccccc21 (stereo not given) | 6 | -0.7 | 13 | -2.8 | -30 | -1.5 | -1.3 | 0.7 | 2.0 | -4 | -0.8
CC(C)C[C@H](NC(=O)c1nc[nH]c1C(=O)N[C@@H](CC(C)C)C(=O)OC(C)(C)C)C(=O)OC(C)(C)C | 9.5* | 0.2 | 11 | 1.2 | 3 | -0.7 | -1.4 | -0.8 | 0.4 | 0 | -1.2
O=c1ccc2cc(S(=O)(=O)Nc3ccc(F)cc3)ccc2o1 | -5 | -0.5 | 3 | 0.7 | 0 | -2.6 | -1.4 | -2.5 | 0.4 | -1 | 0.3
COc1ccc(NC(=O)CSc2nnc(CNC(=O)COc3ccc(Cl)cc3)o2)c(OC)c1 | -2 | -1.2 | 5 | 0.5 | 4 | 1.0 | -1.4 | -0.5 | 0.0 | 1 | -1.1
O=C(Nc1ccc(N2CCOCC2)cc1)c1cnsn1 | -3 | -0.5 | 6 | -9.7 | -2 | -0.5 | -1.4 | -3.5 | -4.7 | -2 | -1.7
COc1ccc(CN(C(=O)CCC(=O)Nc2cc(C)on2)C(C(=O)NC(C)(C)C)c2cccc(OC)c2OC)cc1 (stereo not given) | -2 | 0.0 | 8 | 0.1 | -10 | 1.9 | 0.5 | 0.6 | -1.0 | 1 | -2.0
Cc1ccc(S(=O)(=O)N(C)CC(=O)NCC(c2ccc(F)cc2)N2CCOCC2)cc1 (stereo not given) | -3 | -0.9 | -10 | -0.1 | -1 | -0.6 | -1.0 | -2.3 | -0.2 | -1 | 0.1
CC(=O)c1ccc(OCC(O)CN2CCN(c3ccccn3)CC2)cc1 (stereo not given) | -2 | 0.8 | -12 | -0.2 | 0 | 0.0 | -0.6 | -1.0 | x | 1 | -1.8
C=CCn1c2c(c3ccccc31)CCC2 | -10 | -0.5 | -20 | x | -3 | -0.5 | 0.2 | -1.7 | x | -7 | -0.4
O=C1Cc2ccccc2Sc2c(OCCN3CCCCC3)cccc21 | -8 | 0.1 | -34 | -1.8 | 1 | 1.0 | -1.0 | -0.5 | 0.2 | -1 | -1.5
CCN(CC)CCN(C(=O)c1ccc2c(c1)CCCC2)c1nc2ccc(OC)cc2s1 | -1 | 0.4 | 1 | -0.9 | -4 | -2.8 | -0.9 | 0.5 | 0.1 | 0 | -0.2
CC(/C=N/NC(=O)CSc1nc(C)cc(C)n1)=C\c1ccccc1 | -1 | 0.6 | 4 | -2.8 | 0 | -3.0 | -2.0 | -1.9 | 0.5 | 4 | -0.9
CC(=O)N=c1sccn1CC(O)c1ccccc1 (stereo not given) | -1 | 0.1 | 6 | -1.3 | 4 | 1.5 | -0.8 | 2.3 | 0.7 | 5 | -2.2
COC(=O)c1cnc(N2CCOCC2)nc1C(F)(F)F | -2 | 0.6 | -7 | 2.7 | -1 | -0.7 | -0.3 | 0.6 | 2.8 | -4 | -0.2
CC(C)CCn1c(C(C)O)nc2ccccc21 (stereo not given) | 1 | -0.3 | 9 | -2.3 | 1 | -0.8 | -1.0 | 0.0 | -0.6 | 2 | -0.8
c1ccc2c(-c3nc(-c4ccncc4)no3)cccc2c1 | -6 | -0.1 | -4 | 10* | -4 | 0.8 | -0.6 | 3.3 | 1.2 | 3 | 1.2

A different layout for part of the listing above:
O=C(Nc1ccc(N2CCOCC2)cc1)c1cnsn1
- ADAM17 inh: -3
- DAX1 inh-1: -0.5
- ADAM10 inh: 6
- GAA850 FXN act: -9.7
- NPR1 activator: -2
- hcDAF-12 act: -0.5
- ssDAF-12 act: -1.4
- hgDAF-12 ag: -3.5
- DAX1 inh-2: -4.7
- SMARCA2 act: -2
- PG9 binder: -1.7
COc1ccc(CN(C(=O)CCC(=O)Nc2cc(C)on2)C(C(=O)NC(C)(C)C)c2cccc(OC)c2OC)cc1 (stereo not given)
- ADAM17 inh: -2
- DAX1 inh-1: 0.0
- ADAM10 inh: 8
- GAA850 FXN act: 0.1
- NPR1 activator: -10
- hcDAF-12 act: 1.9
- ssDAF-12 act: 0.5
- hgDAF-12 ag: 0.6
- DAX1 inh-2: -1.0
- SMARCA2 act: 1
- PG9 binder: -2.0
